# High-throughput results (PubChem)
# PMI act satM6P: increases human PMI activity with near-saturating mannose 6-phosphate; P34949; coupled PMI enzyme assay, resazurin fluorescence, 20 min; active compounds read high; 1 = untreated enzyme, 0 = substrate-free blank; activation factor at 20 µM; 190,000 tested, 0.34% active; AID 1216;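 active means activation factor of 2 or more at 20 µM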
#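 Material: human phosphomannose isomerase with PGI, G6PDH, diaphorase coupling enzymes; amount: PMI at 15 ng/mL final; also added: Mannose-6-phosphate 1.0 mM (near-saturating) plus 0.22 mM NADP+; incubation: enzyme reaction with compound 20 min at room temperature; signal: resorufin fluorescence (Ex 544/Em 590 nm) from resazurin via diaphorase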
# FLuc act counter: affects firefly luciferase, flagging false hits in luciferase stimulation screens | activation factor at 10 µM | ATPlite luciferase biochemical, luminescence, 10 min; 0 = ATP-free wells, 1 = DMSO control | 200,000 tested, under 10 active | P08659;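 active means luciferase activation factor, scaled between plate controls, of at least 2 with compound at 10 µM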
# Target sequence (P08659 whole entry, looked up): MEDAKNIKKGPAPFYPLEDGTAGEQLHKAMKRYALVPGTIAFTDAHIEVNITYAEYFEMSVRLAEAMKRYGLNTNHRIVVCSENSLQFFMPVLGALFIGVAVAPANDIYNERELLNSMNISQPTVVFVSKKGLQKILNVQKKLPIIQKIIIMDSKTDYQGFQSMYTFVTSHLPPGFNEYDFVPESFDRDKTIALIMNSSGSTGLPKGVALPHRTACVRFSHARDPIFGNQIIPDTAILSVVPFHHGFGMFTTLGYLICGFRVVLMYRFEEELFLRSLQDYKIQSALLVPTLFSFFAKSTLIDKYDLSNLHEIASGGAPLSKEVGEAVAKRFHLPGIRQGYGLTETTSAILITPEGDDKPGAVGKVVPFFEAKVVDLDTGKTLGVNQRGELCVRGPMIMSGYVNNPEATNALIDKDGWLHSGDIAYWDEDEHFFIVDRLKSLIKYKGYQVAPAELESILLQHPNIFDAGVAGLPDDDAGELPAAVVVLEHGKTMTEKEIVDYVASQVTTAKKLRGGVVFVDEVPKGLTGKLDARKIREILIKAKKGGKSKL
#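 assay system = Luciferase/luciferin detection reagent, cell-free biochemical luciferase assay | also added = ATP substrate | times = 10 min post-reagent at room temperature | measured by = luminescence from luciferase reaction | measure = luciferase activation, seen as luminescence increase over controls | benchmarks = low control with PBS replacing ATP, high control enzyme plus ATP without compound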
# Diaph inh CS: inhibits diaphorase or chemically oxidizes, flagging diaphorase assay artifacts | AID 1217 | inhibition, % at 20 µM | diaphorase resazurin-to-resorufin fluorescence, NADH, 16 min; bacterial (C. kluyveri) enzyme, not human | 190,000 tested, 0.69% active;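 active means primary screen inhibition at 20 µM above a set limit, cut at about 50% in these data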;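 further: plate controls were DMSO with full reaction for no effect and wells lacking NADH for full effect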
#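 Detection: fluorescence of resorufin formed from resazurin, Ex 544/Em 590 nm; test system: Clostridium kluyveri diaphorase enzyme; amount: 0.14 U/mL diaphorase, enzyme working solution; times: 16-min room-temperature incubation before reading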
# HMGR II inh: blocks class II HMG-CoA reductase of Enterococcus faecalis; inhibition, % at 10 µM; 190,000 tested, 0.41% active; purified E. faecalis HMGR, NADPH absorbance 340 nm kinetic;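 active means inhibition above a set limit, the median over all tested compounds plus 3 SD, cut at about 9.5% in these data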;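 further: enzyme runs in reverse so mevalonate oxidation gives rising NADPH absorbance; 0% = complete reaction with DMSO and 100% = background rate lacking mevalonate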
# TNAP inh hi DEA: inhibitors of human TNAP at high phosphate acceptor concentration | P05186 | purified TNAP, CDP-star luminescence, 1 M DEA | inhibition, % at 20 µM | 200,000 tested, 0.03% active | AID 1135;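 active means over 50% inhibition of tissue-nonspecific alkaline phosphatase at 20 µM in the single-dose screen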;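 further: plate controls were DMSO wells for no effect and EDTA-quenched wells as full inhibition for full effect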
# Target sequence (P05186 whole entry, looked up): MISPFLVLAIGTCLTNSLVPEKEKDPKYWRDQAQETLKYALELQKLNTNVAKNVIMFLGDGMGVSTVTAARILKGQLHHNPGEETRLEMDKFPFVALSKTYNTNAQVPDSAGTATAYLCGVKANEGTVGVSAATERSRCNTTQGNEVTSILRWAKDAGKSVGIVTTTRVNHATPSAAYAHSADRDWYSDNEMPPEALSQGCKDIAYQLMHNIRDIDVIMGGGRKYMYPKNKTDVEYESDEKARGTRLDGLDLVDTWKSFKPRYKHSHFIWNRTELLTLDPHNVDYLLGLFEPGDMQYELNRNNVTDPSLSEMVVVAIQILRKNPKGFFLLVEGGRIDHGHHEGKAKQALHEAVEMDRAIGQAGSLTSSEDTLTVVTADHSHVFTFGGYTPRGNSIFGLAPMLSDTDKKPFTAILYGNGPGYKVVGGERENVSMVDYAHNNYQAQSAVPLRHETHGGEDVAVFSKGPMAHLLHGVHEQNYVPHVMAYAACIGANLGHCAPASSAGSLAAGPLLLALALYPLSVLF
# G6PDH counter: L. mesenteroides G6PDH inhibition counter-screen; Purified L. mesenteroides G6PDH, diaphorase/resazurin coupled fluorescence, 45 min; 200,000 tested, 0.12% active; AID 1020; inhibition, % at 5 µM; in the data active means inhibition above about 50%
# Diaphorase act: diaphorase activation or chemical reduction counter-screen | Diaphorase/resazurin coupled assay, resorufin fluorescence, 16 min; active compounds read high; 1 = vehicle wells, 0 = NADH-free wells | activation factor at 20 µM | 190,000 tested, 0.005% active;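 active means diaphorase activity raised at least twofold by the compound at 20 µM; inactive means activation factor below 2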
#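 Material: purified diaphorase enzyme from Clostridium kluyveri; Also added: 0.114 mM NADH and 0.1 mM resazurin, final amounts; Doses: single compound dose of 20 µM, 1% DMSO final; Times: 16 min enzyme reaction, ambient temperature; Detection: resorufin fluorescence, excitation 544 nm, emission 590 nm; Measure: increased resorufin signal from activators or reducing compounds.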
# PMI act: increases human mannose-6-phosphate isomerase activity; 190,000 tested, 0.005% active; AID 1214; purified human PMI, coupled resazurin fluorescence, 20 min; active compounds read high; 1 = vehicle control, 0 substrate-free wells; P34949; activation factor at 20 µM;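 active means activation factor of 2 or more at 20 µM, relative to plate controls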
# TNAP inh noacc: TNAP (human) inhibition, acceptor-free conditions | P05186 | purified TNAP, CDP-star luminescence, 30 min | inhibition, % at 20 µM | 200,000 tested, 0.26% active;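 active means tissue-nonspecific alkaline phosphatase inhibition above about 50% at 20 µM in the single-dose screen, limit read from the data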;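 further: 0% = DMSO negative control and 100% = EDTA positive control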
# TNAP act hi DEA: activators of human TNAP at high phosphate acceptor concentration; P05186; purified TNAP, CDP-star luminescence, 1 M DEA, 30 min; active compounds read high; 0 = EDTA background, 1 = DMSO-only activity; activation factor at 20 µM; 200,000 tested, under 10 active; AID 1136;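 active means activation factor at least 2 at 20 µM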
#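 Control set: EDTA negative control, DMSO positive control / Assay system: human TNAP / Quantity: TNAP 1/800 final / Evaluation: TNAP activation factor scaled between EDTA and DMSO control wells / Measured by: luminescent substrate turnover signal / Compound dosing: one dose, 20 µM / Times: 30 min enzyme reaction at room temperature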
# An asterisk follows results filed as active; . = no result given.
SMILES,PMI act satM6P,FLuc act counter,Diaph inh CS,HMGR II inh,TNAP inh hi DEA,G6PDH counter,Diaphorase act,PMI act,TNAP inh noacc,TNAP act hi DEA
CCCC(=O)Nc1nnc(CCN2CCCCC2)s1,0.9,1.1,22,1,-3,-1,0.8,0.9,-7,1
CCC(Sc1nc2ccccc2c(=O)[nH]1)C(=O)O (configuration not stated),1,1,6,1,-2,10,0.9,0.9,-5,1
O=C(NCC1CCCO1)C(=Cc1cccc([N+](=O)[O-])c1)C(=O)NCC1CCCO1 (configuration not stated),1.1,1,-6,-4,-5,2,1.1,1.1,-6,1.1
CC(C)n1cc(CN2CCCC(CO)(Cc3cccc(Cl)c3)C2)cn1 (configuration not stated),1.1,1,-24,1,2,3,1.2,1.1,0,1
CC(=O)/C=C(\C)Nc1ccc(-c2cnc(-c3ccccc3)o2)cc1,0.8,0.6,20,2,0,10,0.8,0.9,2,1
COc1ccccc1C(=O)ON=C1c2ccccc2-c2ccccc21,0.8,1,21,0,-3,19,0.8,0.7,-16,1
Cc1ccc(C)c(N2CCN(C(=O)Cc3cn(C)c4ccccc34)CC2)c1,0.9,1.1,27,-4,-7,4,0.7,0.9,-11,1.1
CSCCC(NC(=O)c1ccc([N+](=O)[O-])cc1Cl)C(=O)OCC(=O)NCC(F)(F)F (configuration not stated),1.1,1.1,6,-5,6,10,0.9,1,20,0.9
O=[N+]([O-])c1ccc(O)c(C=Nc2ccc3c(c2)OCCO3)c1,0.5,1,24,-1,0,17,0.8,0.8,-2,1
O=C(OCc1ccco1)c1cccnc1,1.1,1.1,13,-8,-3,6,0.9,1.1,-13,1
Cc1cc(C)cc(NC(=O)C2CCCN(c3nccc(C)n3)C2)c1 (configuration not stated),1.1,1,4,-1,1,-22,1,1,-10,1
O=C(c1ccco1)N1CCN(Cc2nnnn2CCc2ccccc2)CC1,1,1,4,-8,-5,0,1,1,-8,1
Cc1cc(C)nc(SCCS(=O)(=O)Cc2ccc(Cl)cc2)n1,1,1,6,-7,-1,11,0.9,1,-5,1
COCCN1C(=O)C(=O)/C(=C(/O)c2cccc(OC)c2)C1c1ccc(C)o1 (configuration not stated),1.1,1,18,-2,0,5,0.8,1.2,1,1
COC(=O)c1ccccc1NC(=O)CCCn1nc([N+](=O)[O-])cc1C,1.1,1.1,-5,2,-2,3,1.1,1,-7,1
CCN(CC)C(=O)Nc1ccc(C(=O)OC)cc1,1,1,9,-2,-4,0,0.9,1,-15,1
CCOc1cc(NC(=O)C2CCCO2)c(OCC)cc1NC(=O)C1CC1 (configuration not stated),0.9,1,20,-3,-3,-1,0.8,0.8,-8,1
COC(=O)C1=C(C)NC(=O)NC1c1ccc(-c2ccc(F)cc2)o1 (configuration not stated),0.9,1,14,-10,-6,2,0.9,1.1,-12,1.1
COC(=O)CSc1ccccc1C(=O)OC,1,1,4,-6,-4,16,1,1,-9,1
COCCCn1c(SCC(=O)Nc2ccc(NC(=O)c3ccco3)c(OC)c2)nc2ccccc2c1=O,1,1.1,12,-5,2,3,0.9,1,-4,1
COC1(C)CC2C(CC1OC(=O)c1cc([N+](=O)[O-])cc([N+](=O)[O-])c1)C2(C)C (configuration not stated),0.9,1.1,0,-5,-3,-4,1,0.8,-6,1
CC(=O)Nc1nnc(SCC(=O)N2CCCc3ccccc32)s1,0.9,1,12,-4,0,4,0.9,1,-4,1
COc1ccc(CNC(=O)c2ccc(S(=O)(=O)N3CCCC3)cc2)cc1OC,1.1,1,-10,0,-6,2,1.1,1.1,-14,1.1
COc1ccc(NC(=O)CC(C)(C)C)c([N+](=O)[O-])c1,1,1,3,-2,-2,-12,1,1,-16,1
Cc1ccc(Oc2nc3c(c(=O)n(Cc4ccccc4F)c(=O)n3C)n2C)cc1,0.9,1,13,3,0,-30,0.9,0.8,-6,1
# Next entries.
SMILES,PMI act satM6P,FLuc act counter,Diaph inh CS,HMGR II inh,TNAP inh hi DEA,G6PDH counter,Diaphorase act,PMI act,TNAP inh noacc,TNAP act hi DEA
NC(=O)CSc1nc(N)c2c3c(sc2n1)CCCCC3,1,0.8,8,-3,-1,5,0.9,1,10,1
O=C(CN1CCN(Cc2ccc(Cl)cc2)C1=O)NCCCN1CCOCC1,1.1,1,7,2,-5,5,0.9,1.1,-16,1.1
O=C(CCCCCN1C(=O)c2ccccc2C1=O)Nc1ccc(S(=O)(=O)N2CCCCC2)cc1,0.9,1.1,30,-5,-7,-8,0.7,0.9,-11,1.1
CN(C)Cc1cc(C(C)(C)c2cc(CN(C)C)c(O)c(CN(C)C)c2)cc(CN(C)C)c1O,1.1,1,-18,-4,-3,2,1.2,1,-2,1
CS(=O)(=O)NCCCNc1c(Cl)cccc1[N+](=O)[O-],1,1.1,0,-4,6,2,1,1,12,0.9
CCOc1ccc(/C=N/OCC(=O)NCc2cccs2)cc1,0.9,1,12,-2,5,10,0.9,0.9,2,1
Cc1ccc(C(=O)NC(=S)NCc2cccnc2)cc1C,0.9,1,21,-1,-4,2,0.8,0.9,-7,1
O=C(Nc1ccc(Cl)cc1)NC1CCS(=O)(=O)C1 (configuration not stated),1,1,9,-8,-8,-3,0.9,1,-12,1.1
CC1Cc2ccccc2N1C(=O)COc1ccc2c(c1)OCO2 (configuration not stated),1,0.8,2,-4,-4,3,1,1,-13,1
COc1ccc(C2C=C(c3ccccc3)Nc3nc(NC(C)=O)nn32)cc1 (configuration not stated),1.4,1,15,1,0,2,0.9,1.2,-1,1
CCOc1cc(-c2noc(N)c2C#N)cc(OCC)c1OCC,0.9,1,7,-13,1,13,0.9,0.9,-6,1
CCC(Sc1ccc2nnc(CCNS(=O)(=O)c3ccc(OC)cc3)n2n1)C(=O)OC (configuration not stated),1,1.1,12,-5,-6,3,0.9,1,-10,1.1
Cc1ccc(-c2nc3ccccc3n3c(C)nnc23)cc1,1,1.1,12,-2,-6,3,0.9,1,-19,1.1
CCOC(=O)c1ccc(NC(=O)CC2S/C(=N/N=C/c3c[nH]c4ccccc34)NC2=O)cc1 (configuration not stated),0.9,1.1,18,-1,-4,9,0.8,0.8,-11,1
Cc1sc2ncnc(SCC(=O)N3CCC(c4noc5ccc(F)cc45)CC3)c2c1C,1,1,19,-9,0,-2,0.8,1,-14,1
O=C(CSc1nc2ccccc2n1S(=O)(=O)c1cccc([N+](=O)[O-])c1)NCCc1ccccc1,1.1,1,17,-8,2,11,0.8,1.1,0,1
O=C(COC(=O)CCOc1ccccc1)NCCC1=CCCCC1,1,1,6,1,0,-1,0.9,1.1,-14,1
COc1ccccc1N1CCN(c2cc(=O)n(-c3ccc(Cl)cc3)c(=O)[nH]2)CC1,0.9,1,0,.,-3,5,1,0.9,-10,1
CCCn1c(Sc2nnnn2-c2ccccc2)n[nH]c1=O,1.1,1.1,11,-1,-6,5,0.9,1,-9,1.1
NC(=O)c1ccc(-n2nnnc2SCc2ccc(F)cc2)cc1,0.9,1,12,-6,3,-14,0.9,0.9,-6,1
CCOC(=O)CN(C(=O)CNC(=O)c1cccs1)C(C(=O)NC1CCCCC1)c1cccnc1 (configuration not stated),1,1.1,5,-1,0,-2,0.9,1,-9,1
O=C(O)CC1Sc2nc3ccccc3n2C1=O (configuration not stated),1,1,9,-6,0,-1,0.9,1,-14,1
NC(=O)CN1C(=O)C2CCCCN2C(=O)c2ccccc21 (configuration not stated),0.9,1.1,22,0,-6,-2,0.8,1,-15,1.1
Cc1ccc(Cn2c(CN(C)Cc3ccccc3)nc3c2c(=O)n(C)c(=O)n3C)cc1,0.9,1,8,-5,1,6,0.9,0.9,1,1
Cc1nc2scc(-c3ccco3)c2c(=O)n1/N=C/N(C)C,1.1,1.1,17,1,-3,11,0.8,1,-10,1

# The closing five compounds of the part before come first, to join the parts.
SMILES,PMI act satM6P,FLuc act counter,Diaph inh CS,HMGR II inh,TNAP inh hi DEA,G6PDH counter,Diaphorase act,PMI act,TNAP inh noacc,TNAP act hi DEA
CCOC(=O)CN(C(=O)CNC(=O)c1cccs1)C(C(=O)NC1CCCCC1)c1cccnc1 (configuration not stated),1,1.1,5,-1,0,-2,0.9,1,-9,1
O=C(O)CC1Sc2nc3ccccc3n2C1=O (configuration not stated),1,1,9,-6,0,-1,0.9,1,-14,1
NC(=O)CN1C(=O)C2CCCCN2C(=O)c2ccccc21 (configuration not stated),0.9,1.1,22,0,-6,-2,0.8,1,-15,1.1
Cc1ccc(Cn2c(CN(C)Cc3ccccc3)nc3c2c(=O)n(C)c(=O)n3C)cc1,0.9,1,8,-5,1,6,0.9,0.9,1,1
Cc1nc2scc(-c3ccco3)c2c(=O)n1/N=C/N(C)C,1.1,1.1,17,1,-3,11,0.8,1,-10,1
Cc1n[nH]c(C)c1S(=O)(=O)N1CCN(C2CCCCC2)CC1,1,1,-12,2,-3,0,1.1,1,45,1
Cn1c(SCC(=O)NCC2CCCO2)nc2c([nH]c3ccccc32)c1=O (configuration not stated),1,1.1,15,7,-5,8,0.8,1,-11,1.1
CC(=O)Nc1ccc(S(=O)(=O)N2CCCC2C(=O)O)cc1 (configuration not stated),1,1.1,21,18*,-5,4,0.8,1,-9,1
Cc1c(C(=O)O)oc2ccc(S(=O)(=O)N3CC(C)CC(C)C3)cc12 (configuration not stated),1,1.1,10,0,1,-18,0.9,0.9,-13,1
NC(=O)c1ccccc1NC(=O)/C=C/c1ccccc1,1,0.2,17,-2,-5,-21,0.8,0.8,-8,1
COC(=O)CCC(=O)Nc1sc2c(c1C#N)CCCC2,1.1,1,1,4,-1,7,1,1.2,-14,1
CN1CCN(C(=O)Cn2c(=O)oc3cc(S(=O)(=O)NCc4ccccc4)ccc32)CC1,0.9,1,10,4,-5,2,0.9,0.9,-4,1.1
O=C(Cc1ccc(F)cc1)NCc1cccnc1,1,1.1,15,1,-8,13,0.8,0.9,-10,1.1
COc1cccc(C(=O)Nc2c(C)nn(-c3ccccc3)c2C)c1,1.1,1.1,4,-2,-7,5,1,1.1,-11,1.1
O=C1/C(=C\c2ccco2)SC(=S)N1Cc1ccccc1,0.8,1,25,-5,8,5,0.7,1,2,0.9
